MPTP block = inhibitors of mitochondrial permeability transition pore | isolated mouse mitochondria, Ca2+ swelling absorbance, 30 min | inhibition, % at 10 µM | 360,000 tested, 1.4% active;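 active means inhibition of 50% or more, scaled per plate between neutral and stimulator controls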;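 further: 0% = DMSO wells given calcium and 100% = 1 mM EGTA wells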
CXCR6 block = CXCR6 (human) receptor inhibition; O00574; CHO-K1 PathHunter CXCR6 beta-arrestin, luminescence; inhibition, % at 20 µM; 360,000 tested, 0.36% active; in the data active means inhibition above about 34%, passing the limit was not always enough;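 further: antagonist mode with CXCL16 agonist at 10 nM final; 0% = 10 nM CXCL16 with DMSO and 100% = unstimulated wells without agonist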
Target sequence (O00574 whole entry, looked up): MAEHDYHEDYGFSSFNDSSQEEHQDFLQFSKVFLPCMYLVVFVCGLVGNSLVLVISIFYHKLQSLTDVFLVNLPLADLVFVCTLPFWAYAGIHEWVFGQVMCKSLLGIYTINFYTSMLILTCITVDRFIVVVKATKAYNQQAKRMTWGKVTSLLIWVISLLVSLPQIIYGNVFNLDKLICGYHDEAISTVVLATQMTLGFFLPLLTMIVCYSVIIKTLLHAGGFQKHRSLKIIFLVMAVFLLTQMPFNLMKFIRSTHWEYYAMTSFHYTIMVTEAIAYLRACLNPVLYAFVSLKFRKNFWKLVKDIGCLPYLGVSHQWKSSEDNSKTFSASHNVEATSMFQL
EBI2 antag = EBI2 (human) antagonism | AID 651636 | 360,000 tested, 0.81% active | P32249 | EBI2 beta-arrestin recruitment, luminescence, 7a,25-OHC stimulated | inhibition, % at 5 µM; in the data active means inhibition above about 38%;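 further: enzyme fragment complementation signal reports receptor beta-arrestin coupling in cells; 0% = agonist plus DMSO wells and 100% = wells without agonist; some results beyond the cut were filed as inactive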
Target sequence (P32249 whole entry, looked up, the tested form may be a part): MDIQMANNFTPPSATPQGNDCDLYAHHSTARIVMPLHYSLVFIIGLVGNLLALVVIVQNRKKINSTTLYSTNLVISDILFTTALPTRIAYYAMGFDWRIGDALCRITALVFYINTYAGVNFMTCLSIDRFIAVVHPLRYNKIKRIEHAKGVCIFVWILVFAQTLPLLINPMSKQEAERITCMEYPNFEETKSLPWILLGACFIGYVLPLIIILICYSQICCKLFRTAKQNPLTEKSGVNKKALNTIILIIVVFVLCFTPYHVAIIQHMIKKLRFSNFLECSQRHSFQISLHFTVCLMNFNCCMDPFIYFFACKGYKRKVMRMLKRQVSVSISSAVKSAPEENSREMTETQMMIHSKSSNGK
* = called active by the depositor. The list is partial (hit frequency here may not be typical).

| molecule | MPTP block | CXCR6 block | EBI2 antag |
| --- | --- | --- | --- |
| O=C(CC[C@H]1O[C@@H](n2ccc(=O)[nH]c2=O)[C@H](O)[C@@H]1O)NCc1ccc2c(c1)OCO2 | -0.9 | 4 | -7 |
| CCc1nc2ccc(C(=O)NCc3ccc4c(c3)OCO4)cn2c1N(C)CCC(C)C | 1.0 | 20 | 19 |
| CCN(CC)C(=O)C1=C(C)N(Cc2ccc(C(C)(C)C)cc2)C(=O)C(CC(=O)NCCc2ccccn2)C1 (stereo not drawn) | -0.4 | 1 | 1 |
| CC(C)C1C(=O)N(Cc2cn(CCC3OCCO3)nn2)CCS(=O)(=O)N1Cc1ccc(-c2ccncc2)cc1 (stereo not drawn) | -1.2 | 6 | -6 |
| O=S1(=O)CC(O)C(O)CS1 (stereo not drawn) | -0.9 | -11 | -9 |
| Clc1ccc(CSc2nnc(-c3ccccn3)n2Cc2cccs2)cc1Cl | -0.6 | 13 | 13 |
| COc1ccc2c(c1)C(CC(C)=O)N(c1ccc(-c3cccnc3)cc1)C(c1ccsc1)=C2 (stereo not drawn) | -0.4 | -8 | 19 |
| Cc1cccc(S(=O)(=O)NC(=O)C2(C)CCN2C(=O)Cc2cccs2)c1 (stereo not drawn) | -1.5 | -1 | -8 |
| O=C1NC[C@@H](CCCCN2C[C@H](Cc3ccccc3)N(CCC3CCCCC3)C(=O)C2=O)N(CC2CCCCC2)C1=O | -5.5 | 0 | -2 |
| Cc1cccnc1C(NC(=O)C1CCN(CCCOc2ccc(F)cc2)CC1)c1ccccc1 (stereo not drawn) | 21 | 6 | 10 |
| O=C(COC(=O)c1c(F)cccc1F)NC(=O)NCc1ccccc1 | 0.8 | 1 | -12 |
| Cc1cscc1-c1cc2nc(NCCCN(C)C)n(C)c(=O)c2s1 | 0.2 | 5 | 2 |
| O=C1NC[C@@H](CCCCN2CCN(CCC3CCCCC3)C(=O)C2=O)N(CCC2CCCCC2)C1=O | -1.8 | 2 | -10 |
| O=C(NCc1ccccc1)c1cc(C2CCCCN2C(=O)c2ccc(Cl)cc2)on1 (stereo not drawn) | 0.8 | -2 | 7 |
| CN1CCC(N2CCN(C3CN(Cc4cn(Cc5ccc(C(F)(F)F)cc5)nn4)S(=O)(=O)C3)CC2)CC1 (stereo not drawn) | -1.2 | -6 | -19 |
| Cc1ccc(-c2nc3ccc(Cl)cn3c2Cc2ccccc2)cc1 | -1.0 | 20 | 25 |
| CC[C@@H]1CCC[C@@H](O)[C@@H](C)C(=O)O[C@H](C)[C@@H](C)C/C=C(C)/C(OC)=C\C(=O)N(C)C([C@@H](C)CC)C(=O)N(C)[C@@H](C(C)C)C(=O)N(C)[C@@H](COC)C(=O)N2CCC[C@H]2C(=O)N(C)[C@@H](C(C)C)C(=O)N2CCC[C@H]2C(=O)O1 (stereo partly drawn) | 1.9 | -15 | -6 |
| Cc1cc(C(=O)CCC(=O)N(C)CC2COc3ccccc3O2)c(C)s1 (stereo not drawn) | -2.4 | -1 | 13 |
| CCOC(=O)C1(C)CCN1C(=O)c1ccc(-c2ccccc2)cc1 (stereo not drawn) | 0.4 | -4 | 8 |
| O=C1Nc2c(Cl)cccc2C1=O | 1.9 | 2 | 27 |
| COc1ccc(NC(=O)Nc2cccc3[nH]c([C@@H]4O[C@H](CO)[C@@H](O)[C@H](O)[C@H]4O)nc23)cc1OC1CCCC1 | -0.4 | 0 | 1 |
| Cc1cc(S(=O)(=O)NC(=O)[C@H]2O[C@@H](n3cnc4c(N)ncnc43)[C@H](O)[C@@H]2O)ccc1Br | 0.2 | -10 | -13 |
| CN1OC[C@@H]2CN(C(=O)C(C)(C)C)[C@H](c3cccc(Oc4ccccc4)c3)C[C@@H]21 | -0.2 | -2 | -8 |
| CC1(C(=O)NS(=O)(=O)c2ccccc2C(F)(F)F)CCN1C(=O)CC1CCCC1 (stereo not drawn) | -1.8 | 0 | -2 |
| Cc1ccc(S(=O)(=O)N2CCCCC2)cc1NC(=O)c1ccco1 | 0.9 | 0 | -6 |
| OCC1CSC(=S)N1Cc1ccccc1 (stereo not drawn) | -0.8 | 1 | -6 |
| CC(C)=CCC[C@H](C)C[C@@H]1Cc2[nH][nH]c(=O)c2[C@@H](c2ccc(F)cc2)O1 | 3.4 | -8 | 1 |
| CC(=O)N1CCc2nc3ccccc3cc21 | -1.0 | 4 | -9 |
| CC(C)C[C@H]1CN(CCCC[C@H]2CNC(=O)C(=O)N2CCc2ccccc2)C(=O)C(=O)N1CC1CCCCC1 | -2.1 | -5 | -6 |
| Cc1noc(C)c1-c1ccc(C(=O)Nc2ccccc2)c2occc12 | 2.0 | 2 | 5 |
| CC(C)C[C@H]1COc2cc(Br)ccc2S(=O)(=O)N1 | 0.0 | 2 | -8 |
| COc1cc(C)ccc1S(=O)(=O)NC(=O)C1(C)CCN1C(=O)Cc1ccc(Cl)cc1Cl (stereo not drawn) | -1.0 | 2 | -2 |
| O=C(c1cc(C2CCCCN2S(=O)(=O)c2ccccc2)on1)N1CCOCC1 (stereo not drawn) | -0.7 | 6 | 4 |
| Cn1c(=O)n(C)c2cc(CNC(=O)[C@H]3O[C@@H](n4ccc(=O)[nH]c4=O)[C@H](O)[C@@H]3O)ccc21 | -0.8 | -6 | -12 |
| NC(Cc1ccc(F)cc1)c1csc(Nc2ccc(C(F)(F)F)cn2)n1 (stereo not drawn) | 0.8 | -15 | -4 |
| O=C(NCCCN1CCOCC1)c1c(-c2ccccc2)oc2c1C(OCCCCCO)CCC2 (stereo not drawn) | -0.6 | 0 | -13 |
| O=C1NC[C@H](CCCCN2C[C@H](Cc3ccc(O)cc3)N(CCc3ccc(O)cc3)C(=O)C2=O)N(Cc2ccccc2)C1=O | -0.3 | 3 | -2 |
| C[C@H]1CN([C@@H](C)CO)C(=O)c2cc(Br)cnc2O[C@H]1CN(C)C(=O)C1CC1 | -0.3 | 3 | -4 |
| CCCCN(C)C(=O)c1ccc(Nc2nc(C(N)CCc3ccccc3)cs2)nc1 (stereo not drawn) | 0.1 | -5 | 6 |
| O=C(Nc1ccccc1)C1Cc2c(-c3ccc4c(c3)OCO4)ccnc2O1 (stereo not drawn) | -0.8 | -2 | -1 |
| CC(C)COC(=O)N1CCCCC1c1cc(C(=O)NCc2ccc(F)cc2)no1 (stereo not drawn) | -0.6 | 1 | 13 |
| COc1cc(C(=O)N2C[C@H]3CON(C)[C@H]3C[C@H]2c2ccc(N3CCCCC3)cc2)cc(OC)c1OC | -1.3 | -2 | -3 |
| C[C@H](CO)N1C[C@H](C)[C@H](CN(C)S(=O)(=O)c2ccc3c(c2)OCCCO3)OCc2cnnn2CCCC1=O | 2.0 | 5 | -5 |
| Cc1ccc(S(=O)(=O)N2CCCCC2)cc1NC(=O)COC(=O)c1cccc(O)c1 | -1.0 | 4 | -2 |
| O=C1NC[C@@H](CCCCN2C[C@H](Cc3ccccc3)N(CC3CCCCC3)C(=O)C2=O)N(CC2CCCCC2)C1=O | -0.5 | 2 | -9 |
| O=C(COc1cccc(Br)c1)N/N=C/c1ccc2c(c1)OCCO2 | -0.3 | -4 | -4 |
| Cc1cccc(C)c1N1CCN(C(c2cc3ccccc3o2)c2nnnn2C(C)(C)C)CC1 (stereo not drawn) | 87* | 8 | -1 |
| COc1ccc(CN(C)C[C@H]2OCCCC[C@H](C)Oc3ccc(NC(=O)CCC(F)(F)F)cc3C(=O)N([C@@H](C)CO)C[C@@H]2C)cc1 | -0.2 | 6 | 4 |
| COc1ccc(CC(Cc2ccc(OC)c(OC)c2)NC=O)cc1OC | -1.4 | 4 | -3 |
| C=CCOc1cccn2c(N(C=O)Cc3ccc(OC)cc3)c(CC)nc12 | 0.6 | -1 | -9 |

The results go on.
| molecule | MPTP block | CXCR6 block | EBI2 antag |
| --- | --- | --- | --- |
| COc1ccc(-c2nc(S(=O)(=O)c3ccccc3)c(N3CCCC3)o2)cc1 | -0.1 | 0 | 0 |
| COc1ccc(CC(=O)Nc2cc(S(=O)(=O)N3CCOCC3)ccc2N2CCCC2)cc1 | 0.0 | 3 | -8 |
| CC1=C(C(=O)N2CCOCC2)CC(CC(=O)NCCc2ccccn2)C(=O)N1CCC1=CCCCC1 (stereo not drawn) | -0.1 | -4 | -8 |
| O=C(NCc1ccncc1)c1csc([C@@H]2C[C@H](O)[C@@H](CO)O2)n1 | 0.3 | 3 | -2 |
| Cc1cn([C@H]2C[C@H](O)[C@@H](CCC(=O)NCc3ccc(N(C)C)cc3)O2)c(=O)[nH]c1=O | -2.1 | -2 | -5 |
| Cc1ccc(S(=O)(=O)N2C[C@H]3C(=O)C[C@@H](c4ccc(Cl)cc4)N(S(=O)(=O)c4ccc(C)cc4)[C@H]3C[C@H]2c2ccccc2)cc1 | 1.5 | 3 | 17 |
| COc1ccc(CCNC(=O)C(=O)c2cn(CC(=O)N3CCCC3)c3ccccc23)cc1OC | 0.0 | -2 | -5 |
| COc1cccc(/C=C/C(=O)OCC(=O)Nc2ccc3c(c2)OCCO3)c1 | -1.2 | -2 | -6 |
| COC(=O)[C@]12CCCCC=C1N(CCC1=CCCCC1)C(=O)[C@H](CC(=O)NCCC(C)C)C2 | -2.6 | 9 | 2 |
| C=CCCC(=O)N1C[C@H]2CON(C)[C@H]2C[C@H]1c1cccc(N2CCOCC2)c1 | -2.4 | 6 | -3 |
| COCCNC(=O)C1CCCN(C(=O)c2csc3ccccc23)CC1 (stereo not drawn) | -0.2 | 2 | 0 |
| Cc1cc(OCC(=O)OCC(=O)NC2CCS(=O)(=O)C2)ccc1Cl (stereo not drawn) | -0.9 | 3 | 11 |
| CNc1cnc(-c2ccsc2)cn1 | -1.0 | 10 | -9 |
| COCC(=O)N1C[C@H]2CON(C)[C@H]2C[C@H]1c1cccc(-c2ccccc2OC)c1 | -2.1 | -1 | 3 |
| COc1cc(F)ccc1-c1cc(C(=O)NCc2cccs2)[nH]n1 | 0.3 | 2 | 3 |
| COc1ccc(-c2cc3nc(NCCCN(C)C)n(C)c(=O)c3s2)c(C)c1 | -0.3 | 0 | -4 |
| O=C1NC[C@H](Cc2ccc(O)cc2)N(C[C@@H]2CCCN2C[C@H](Cc2ccccc2)N2C[C@H](Cc3ccccc3)N(CC3CCCCCC3)C(=O)C2=O)C1=O | -4.4 | 10 | 3 |
| COCCCn1c(SCC(=O)c2c(N)n(C3CC3)c(=O)[nH]c2=O)nnc1-c1ccccc1Cl | 0.4 | -4 | -13 |
| COc1ccc(CN2C(=O)C(CC(=O)NCC3CCCCC3)CC(C(=O)N3CCOCC3)=C2C)cc1 (stereo not drawn) | -0.2 | -1 | -3 |
| O=C(NCCN1CCC(n2c(=O)[nH]c3ccccc32)CC1)c1cccc(F)c1 | -0.6 | -12 | -4 |
| Cc1onc(-c2ccccc2)c1C(=O)OCC(=O)N1CCCCC1 | 0.6 | 4 | 5 |
| O=C(Nc1ccc(Cl)cc1)c1csc([C@@H]2C[C@H](O)[C@@H](CO)O2)n1 | -1.0 | -7 | -13 |
| CCN(CC)C(=O)c1cccc(-c2csc(C(O)c3cccc(Cl)c3)n2)c1 (stereo not drawn) | 5.3 | -8 | 1 |
| CC(C)NC(=O)C1(C)CCN1C(=O)Cc1ccc(-c2ccccc2)cc1 (stereo not drawn) | -0.4 | 6 | -1 |
| COc1ccc(NC(=O)C2(C)Cc3c(-c4ccc(C(N)=O)cc4)ccnc3O2)cn1 (stereo not drawn) | -1.8 | -2 | -3 |
| C[C@@H]1CN([C@@H](C)CO)C(=O)c2cc(C#CC3CCCCC3)cnc2O[C@@H]1CN(C)S(=O)(=O)c1ccc(F)cc1 | -1.1 | 8 | 22 |
| COc1cc(NC(=O)CCN2CCN(c3ccccc3OC)CC2)cc(OC)c1 | 1.0 | 12 | -2 |
| CCOc1ccc(Cl)cc1-c1cc(C(=O)Nc2ccc(OC)nc2)[nH]n1 | 0.2 | 2 | 15 |
| CN1OC[C@@H]2CN(C(=O)CCc3ccccc3)[C@H](c3ccc(N4CCCCC4)cc3)C[C@@H]21 | 0.0 | 4 | -2 |
| O=C(NCc1ccc(Cl)nc1)c1csc(COCCO)n1 | 0.1 | -2 | -21 |
| Cc1nc2c(OCc3ccccc3)cccn2c1N(C)C(=O)C1CCCCC1 | 0.3 | -4 | -1 |
| COc1ccc(NC(=O)N(C)C[C@@H]2OCc3ccccc3-c3c(n(C)c4ccccc34)C(=O)N([C@H](C)CO)C[C@H]2C)c(OC)c1 | 0.1 | -6 | 2 |
| CCOC(=O)N1CCN(C(=O)c2[nH]c(C(F)(F)F)nc2-c2ccccc2)CC1 | 0.0 | -1 | -4 |
| COc1ccc(OC)c(NC(=O)CCNC(=O)N2CC(=O)Nc3ccccc32)c1 | -0.3 | 4 | -9 |
| CCOC(=O)[C@]12CCCC=C1N(Cc1ccc(Cl)cc1Cl)C(=O)[C@H](CC(=O)NCC13CC4CC(CC(C4)C1)C3)C2 | 0.4 | 8 | 17 |

Screening data deposited in PubChem BioAssay by Sanford-Burnham Center for Chemical Genomics.
